# CXXC DNA block – blocks binding of human MLL CXXC domain to DNA; Potency, µM (titrated, usually from 115 µM), for inactives: at the highest dose activity change, negative = inhibition, hits mostly inhibitors; 290,000 compounds, 0.037% hits; Q03164; MLL-CXXC / FITC-HOXA9 DNA fluorescence polarization; active = well fitted inhibition curve with a large enough effect in the polarisation, with a control signal flat, not every such curve was filed as active; inconclusive = small, poorly fitted or top-dose-only effect, or effect the other way, or a change in a side signal; inactive = no such curve, though single readings can be large or run the other way; the % refers to the polarisation; note: potency is the fitted concentration of half-maximal effect
#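 Steps: dispense CXXC domain solution (7 uM) → pin compounds or unlabeled HOX-A9 DNA control → 5 min ambient → add FLSN-HOX-A9 solution (50 nM) → spin → 30 min ambient → fluorescence polarization. Tris pH 7.5/NaCl/DTT/BSA buffer.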
# Giardia kill – kills Giardia lamblia; Giardia lamblia trophozoite viability; activity change, % at 7.66 µM, hits read low; 340,000 compounds, 0.15% hits; in the data active = activity change below about -80%; inconclusive = between about -30% and that limit;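 note: parasites exposed to compound for two days anaerobically before the ATP read; % is set by controls: 0 for no effect and ±100 for the full control effect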
#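 Media and compound were dispensed first, then trophozoites at 100 cells/well; plates sat 48 hrs at 37 deg C without oxygen before ATP luminescence reagent was added and read after 15-30 min at room temperature.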
# Chronic BCR inh – blocks chronic active B-cell receptor signaling | 340,000 compounds, 0.05% hits | ABC-DLBCL IkBa-CBG/CBR reporter, luminescence ratio, 4 h | Potency, µM (titrated, usually from 46.1 µM), without a hit: at the top dose ratio change, negative = lower green/red ratio, usual class: inhibitors; active = well fitted inhibition curve with a large enough effect in the signal ratio, with a control signal flat, not every such curve was filed as active; inconclusive = small, poorly fitted or top-dose-only effect, or effect the other way, or a change in a side signal; the % refers to the signal ratio;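 note: potency is the fitted concentration of half-maximal effect; plate controls were basal doxycycline-induced cells for no effect and cells given 10 µM MG132 for full effect; MG132 reads +100%, hits lower the ratio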
#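 Cell line TMD8 (human ABC DLBCL), stably expressing tet-inducible CBG68-IkBa fusion and CBR; IMDM/0.5% FBS; cpd up to 46 uM; dox induction, 4 h, 37C/5% CO2; dual luminescence; green/red ratio; MG132 control.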
# KCNH2 WT inh – KCNH2 (human, wildtype) channel inhibition; U2OS, BacMam KCNH2, thallium flux FluxOr; stronger effect = lower value; 340,000 compounds, 0.37% hits; activity change, % at 1.84 µM; Q12809;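 active = maximum activity change below -70%; inconclusive = maximum activity change between -70% and -50%; inactive = maximum activity change above -50%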; note: % is set by controls: 0 for no effect and ±100 for the full control effect
#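 U2OS cells transduced with wild-type KCNH2 virus are loaded with FluxOr dye for 45 min, and thallium flux is measured in kinetic reads before and after stimulation buffer. Rate constants are normalized to DMSO controls.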
# Tb PFK block – blocks T. brucei phosphofructokinase. 330,000 compounds, 0.17% hits. Potency, µM (titrated, usually from 57.5 µM), for the others: at the top dose activity, negative = inhibition, most hits filed as inhibitors. O15648. T. brucei PFK, ADP-Glo luminescence;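 note: potency is the fitted concentration of half-maximal effect; 0% = uninhibited 1x PFK enzyme wells and -100% = no-enzyme wells; nearly all actives have a fitted effect of over 60% in size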
#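 PFK 1.25 nM, F6P 0.5 mM, ATP 0.1 mM, 0.1 M TEA pH 8.0, 5 mM MgCl2, 0.01% Tween20, 0.1% BSA; 45 min RT. ADP-Glo readout. qHTS titration up to 57 uM; curves fitted, compounds curve-classed.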
# GALK inhibitor – galactokinase (human) inhibition | AID 1868 | Potency, µM (highest dose often 57.5 µM), for inactives: at the highest dose activity change, negative = inhibition, most hits filed as inhibitors | Purified GALK, Kinase-Glo residual ATP luminescence | P51570 | 270,000 compounds, 0.007% hits; note: potency is the fitted concentration of half-maximal effect; % is set by controls: 0 for no effect and ±100 for the full control effect
#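 Human GALK (5 nM) with 35 uM ATP and 100 uM galactose in 20 mM HEPES pH 8.0, 5 mM MgCl2, 60 mM NaCl, 1 mM DTT, 0.01% BSA. After 1 h at room temperature, leftover ATP was read by Kinase-Glo Plus luminescence.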
# FBPA coupling cs – inhibits coupling enzyme system, counter-screen for aldolase hits | coupling enzyme system counterscreen, AmpLite Red fluorescence | activity change, negative = inhibition, % at 58.2 µM, hits read low | 290,000 compounds, 0.67% hits | AID 2472; in the data active = activity change below about -30%; note: % is set by controls: 0 for no effect and ±100 for the full control effect
#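 Compounds tested against the coupling enzymes alone at 57.5 uM final; readout was AmpLite Red fluorescence (525/598 nm) after 20 min at RT.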
# TCR act – activates T cell receptor signaling | primary human leukocytes, anti-CD3, IL-2 HTRF, 48 h | Potency, µM (highest dose often 9.22 µM), inactives show top-dose activation of IL-2 secretion, usual class: activators | 330,000 tested, under 10 active; note: % of control where 0% means no effect
#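 HTRF read-out of IL-2 secretion: europium cryptate donor excited at 320nm, d2 acceptor emission at 665nm. Cells were primary human leukocytes incubated 48 hr with compounds and a-CD3 beads, supplying TCR signal only.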
# TSHR antagonist – blocks TSH signaling through the human TSH receptor. TSHR-expressing cells, TSH-stimulated cAMP HTRF, 2 h; stronger effect = lower value. activity change, negative = inhibition, % at 11.5 µM. 330,000 compounds, 0.2% hits. P16473;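 active = activity change below a set negative limit, meaning inhibition stronger than a set level, cut at about -70% in these data; inconclusive = activity change between two set negative limits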; note: % is set by controls: 0 for no effect and ±100 for the full control effect
# Target sequence (P16473 whole entry, looked up): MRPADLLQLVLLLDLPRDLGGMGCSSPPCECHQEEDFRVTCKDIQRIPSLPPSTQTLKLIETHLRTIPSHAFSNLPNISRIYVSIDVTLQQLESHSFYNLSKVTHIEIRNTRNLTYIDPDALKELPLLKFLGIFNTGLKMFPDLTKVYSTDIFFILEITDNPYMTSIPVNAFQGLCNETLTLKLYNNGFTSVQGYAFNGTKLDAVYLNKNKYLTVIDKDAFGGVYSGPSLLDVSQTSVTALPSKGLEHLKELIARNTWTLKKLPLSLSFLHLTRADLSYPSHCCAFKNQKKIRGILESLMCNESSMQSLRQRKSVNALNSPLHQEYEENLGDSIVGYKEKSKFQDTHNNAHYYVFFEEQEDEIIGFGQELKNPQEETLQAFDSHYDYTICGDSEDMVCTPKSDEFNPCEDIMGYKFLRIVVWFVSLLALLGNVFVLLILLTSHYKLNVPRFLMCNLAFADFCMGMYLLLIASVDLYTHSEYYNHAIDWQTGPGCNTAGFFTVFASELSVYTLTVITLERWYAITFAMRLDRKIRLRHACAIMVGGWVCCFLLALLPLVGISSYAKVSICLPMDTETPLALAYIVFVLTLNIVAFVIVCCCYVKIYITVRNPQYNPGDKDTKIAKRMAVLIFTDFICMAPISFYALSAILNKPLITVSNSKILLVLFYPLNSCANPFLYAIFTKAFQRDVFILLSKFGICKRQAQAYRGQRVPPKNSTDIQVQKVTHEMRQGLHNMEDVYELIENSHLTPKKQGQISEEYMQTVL
#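 Cell-based HTRF cAMP assay; TSHR cells + compound, TSH EC80 (4nM final), 2 h, 37 deg C. Lysis with anti-cAMP cryptate and cAMP-d2, 30 min RT, read 665/620 nm.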
# AT treatment – potential ataxia-telangiectasia treatments restoring KAP-1 phosphorylation; […] A-T fibroblasts, KAP-1 phosphorylation AlphaLISA; neocarzinostatin DNA damage 30 min before lysis; 320,000 compounds, 0.19% hits; Potency, µM (top dose mostly 57.5 µM), without a hit: at the top dose activation, usual class: activators; note: potency is the fitted concentration of half-maximal effect; % of control where 0% means no effect; nearly all actives have a fitted effect of over 45% in size
#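 hTERT-immortalized A-T patient fibroblasts ([…]), 500 cells/well in OPTI-MEM, 1% FBS, got compounds for 60 min, then NCS for 30 min at 37C. Lysates were then assayed for phospho-KAP-1 by AlphaLISA (anti-pKAP1 donor, anti-KAP1 acceptor beads), 6 hr at 25C.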
# An asterisk follows results filed as active; ? = inconclusive; . = no result given; [ ] = remark or other dose. Unless noted, calls come from the whole dose curve; as a rule, active = well fitted curve in the direction sought with a large enough effect; inconclusive = small, poorly fitted or top-dose-only effect, or another doubt; inactive = no such curve, though single readings can be large; an effect the other way counts as inactive or inconclusive. This is a random part of the collection. About 1.6% of those tested had a hit in this group.
SMILES	CXXC DNA block	Giardia kill	Chronic BCR inh	KCNH2 WT inh	Tb PFK block	GALK inhibitor	FBPA coupling cs	TCR act	TSHR antagonist	AT treatment
O=C(Nc1ccc2c(c1)OCO2)C1CCCN1C(=O)OCc1ccccc1 (stereo not drawn)	-3%	-8	?	-4	2%	-1%	1	2%	-14	1%
CCN(Cc1ccccc1)C(=O)CCNS(=O)(=O)c1ccc2c(c1)CC(C)N2C(C)=O (stereo not drawn)	-6%	3	6%	-4	-3%	9%	0	2%	10	3%
CC1(C)CC(=O)C2=C(C1)NC(=O)CC2c1ccc(N(CCC#N)CCC#N)cc1 (stereo not drawn)	-5%	-2	1%	-18	11%	0%	7	3%	8	4%
O=C(CCC1CCCN(C(=O)c2cc(C3CC3)[nH]n2)C1)N1CCN(c2ccccn2)CC1 (stereo not drawn)	27%	-7	-5%	-3	9%	-4%	1	4%	-23	11%[11.5 µM]
COc1ccccc1C(=O)OCC(=O)Nc1cc(S(=O)(=O)N2CCOCC2)ccc1N1CCCC1	-6%	-17	-3%	14	6%	13%	0	-2%	7	0%
CC1CC(C)(C)N2C(=O)C(=C(C#N)C#N)c3cccc1c32 (stereo not drawn)	?	-1	0%	1	1%	6%	-28	-8%	-1	-4%
CC1=CC2=NC(=O)CC(C)(C(=O)N(CC(=O)NC(C)(C)C)Cc3cccs3)N2C=C1 (stereo not drawn)	2%	9	-2%	-12	1%	-3%	0	5%	-14	7%
CCOC(=O)CSc1nnc([C@H](C)NC(=O)OC(C)(C)C)o1	6%	-5	3%	3	-1%	2%	0	10%	-1	2%
Cc1nn(-c2ccccc2)c(C)c1C(=O)NNC(=O)C(F)(F)F	-5%	-7	-1%	1	-1%	2%	7	0%	-11	-5%
CCOC(=O)c1cc(-c2ccccc2)sc1NC(=O)CSc1nnnn1C	-1%	-9	8%	-14	0%	-2%	-1	-2%	-20	4%
CN(C)c1ccc(NC(=O)c2ccc(N3CCOCC3)nc2)cc1	-7%	14	3%	18	-3%	0%	.	12%	-23	2%
COC(=O)c1cccc(NS(=O)(=O)c2ccc(OC)c(OC)c2)c1C	-10%	2	-24%	-29	0%	-2%	5	.	-17	2%
CC(NC(=O)NC(N)=O)(C(F)(F)F)C(F)(F)F	-3%	-1	-8%	-21	-3%	3%	1	.	11	7%
Cc1cc(C)c(NC(=O)CSc2nnc(-c3ccncc3)n2Cc2ccco2)c(Cl)c1	-1%	-5	-1%	15	-11%	3%	2	5%	38	?
Cn1ncc([N+](=O)[O-])c1C(=O)Nc1nccs1	-3%	-23	1%	-6	1%	1%	4	2%[46.1 µM]	0	-12%
CCOC(=O)N/N=C\c1ccc([N+](=O)[O-])o1	0%	-95*	6%	3	-4%	.	0	11%	-1	5%
Cc1csc(NC(=O)CSc2nnc(-c3ccoc3C)n2C(C)c2ccccc2)n1 (stereo not drawn)	-6%	-4	?	3	0%	2%	3	3%	-2	-1%
O=C(Nc1cccc(Oc2ccc3c(c2)C(=O)NC3=O)c1)c1cccs1	18%	3	?	-6	-10%	-6%	1	8%[46.1 µM]	-4	-3%
O=C(CCN1C(=O)c2ccccc2C1=O)OCn1nnc2ccccc2c1=O	-7%	6	3%	-4	-7%	1%	2	.	3	-1%
Cc1ccc(N2CCN(CC(O)COc3cccc(C)c3)CC2)cc1 (stereo not drawn)	-14%	12	?	32	2%	0%	1	5%	1	16%
COc1cc(OC)nc(Oc2ccccc2C(=O)Oc2ccc(F)cc2Cl)n1	4%	6	2%	-11	5%	6%	1	-5%	0	20%
COc1ccc(C2(CNS(=O)(=O)c3ccc(C)cc3)CCOCC2)cc1	-2%	-11	-1%	9	-6%	.	-1	0%	0	-5%
c1ccc(COc2cccc(CNCc3ccccn3)c2)cc1	-6%	-5	?	16	0%	0%	0	-3%	-15	10%
COc1ccccc1C(=O)NCCC(=O)Nc1ccncc1	.	-4	0%	4	0%	.	.	8%	5	0%
COc1cc(OC)cc(-c2nc3ccccc3c(=O)n2OC(=O)c2ccc(Br)cc2)c1	34%[activator]	6	1%	-3	1%	0%	0	2%	4	5%
COc1ccc(C(C(=O)NC(C)(C)C)N(C(=O)CNC(=O)c2cccs2)c2cccnc2)cc1OC (stereo not drawn)	7%	-12	0%	-6	16%	-2%	1	4%	-2	-6%
Cc1ccc(N2CC(C(=O)N3CCC(C(=O)NCCCOC(C)C)CC3)CC2=O)cc1 (stereo not drawn)	-2%	-2	-1%	-19	1%	-1%	0	4%	-1	-4%
O=C(O)CCn1ccnc1-c1ccccc1	-3%	-5	-3%	-27	2%	0%	1	-3%	2	-5%
Cc1cc(N=Cc2c(O)ccc3ccccc23)no1	1%	-6	-8%	14	-3%	2%	-43*	.	14	-4%
COc1ccc(-c2oc3ccc(-c4cc(OC)c(OC)c(OC)c4)cc3c2C#Cc2ccccn2)cc1	.	7	-1%	-17	6%	.	.	4%	-4	4%
O=c1cc(C(F)(F)F)nc(-c2ccccc2OC(F)(F)F)[nH]1	-8%	32[activator]	14%	-14	-4%	-2%	4	-8%	11	-1%
COc1ccccc1-n1cnc2cc(NCc3ccco3)ccc21	-5%	2	?	3	0%	-2%	-6	-2%	0	5%
C=CCC1NS(=O)(=O)OC(COC)C1C (stereo not drawn)	9%	7	-1%	13	1%	.	-1	-2%	10	2%
COCCCNC(=O)Cn1cc2c(n1)CCCCC2	8%	1	0%	-6	-2%	2%	-2	0%	11	25%
COc1ccc(CCNS(=O)(=O)c2ccc3c(c2)OCCO3)cc1	6%	14	?	-13	12%	-5%	-2	-2%	-6	-6%
C=C(C)c1cccc(C(C)(C)NC(=O)N2CCCC(C(N)=O)C2)c1 (stereo not drawn)	1%	-7	?	2	12%	0%	2	0%	7	0%
COc1ccc(S(=O)(=O)N2CCCOC2CNC(=O)C(=O)NCCCn2ccnc2)cc1OC (stereo not drawn)	-4%	8	5%	-11	0%	-2%	3	2%	-10	-1%
N#Cc1cnn(-c2cccc(Cl)c2)c1N	8%	10	0%	-4	-2%	1%	2	-14%	-2	2%
CC1(C)CC(=O)C=C(NNC(=O)c2ccccc2)C1	5%	-5	?	4	7%	2%	-1	-2%[46.1 µM]	3	.
Cc1ccc(-n2c(N)c(C(=O)Nc3c(C)n(C)n(-c4ccccc4)c3=O)c3nc4ccccc4nc32)cc1	-4%	3	-1%	-2	1%	1%	0	2%[46.1 µM]	-7	9%
COc1ccccc1CNC(=O)CCC(=O)N1CCOc2ccc(C)cc21	.	25	3%	-5	3%	.	2	-2%	9	0%
CCCOC(=O)c1ccc(Cl)c(NC(=O)c2ccc(-c3ccccc3)cc2)c1	8%	4	-1%	3	-5%	.	-3	2%	3	-8%
O=C(c1ccc(F)cc1)c1c[nH]c(C(=O)NCc2ccco2)c1	13%	1	-5%	-9	-10%	-1%	-1	-5%	-17	1%
COc1ccc(N2CCN(Cc3nc4c(c(=O)n(C)c(=O)n4C)n3C(C)C(C)=O)CC2)cc1 (stereo not drawn)	-7%	-10	-3%	-4	2%	-1%	.	-22%	20	11%
O=C(O)c1ccccc1NCN1C(=O)C2CC=C(Cl)CC2C1=O (stereo not drawn)	-1%	-1	-11%	-4	1%	0%	1	1%	-1	-2%
CCCNC(=O)C/C(C)=N/NC(=O)COc1ccc(C)cc1Br	13%	-1	-1%	-7	2%	1%	1	12%[46.1 µM]	-1	9%
Cc1c(C(=O)N2CCNCC2)oc2ccccc12	?	-6	?	14	-4%	.	2	-3%	6	3%
Cn1c(CNC(=O)CCNC(=O)c2ccc(F)c(F)c2)cc(=O)n(C)c1=O	8%	5	0%	0	-5%	5%	3	-2%	23	7%
CCCCC(=O)NC(=S)NNC(=O)CC#N	9%	16	?	23	-7%	-1%	0	0%	4	-7%
O=C(O)c1cc(-c2ccccc2Cl)n(-c2ccccc2)n1	1%	0	6%	0	3%	-2%	-10	-4%	-16	-4%
COc1ccc(C(=S)N2CCOCC2)cc1OC(=O)c1ccccc1Cl	26%	-1	-5%	-4	23%	2%	1	-4%	12	6%
CC(=O)N1c2ccc(S(=O)(=O)N3CCC(C(=O)Nc4cccc(C)n4)CC3)cc2CC1C (stereo not drawn)	1%	-9	7%	-12	-5%	-1%	0	-3%	-21	4%
CCSc1nnc(SCC(=O)Nc2cc(C)on2)s1	.	17	?	-6	?	.	.	1%	-2	-3%
